DAX1 inh-1: inhibits human nuclear receptor DAX1; inhibition, % at 6.75 µM; HEK293 Gal4-DAX1 luciferase reporter, luminescence; AID 504766; hit rate 0.99% among 340,000;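 active = inhibition above the mean over all tested compounds plus 3 SD, cut at about 4.2% in these data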;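 note: 0% = DAX1-transfected cells with DMSO and 100% = empty-vector control cells with DMSO; inhibition shows as a rise in luminescence from relieved DAX1 repression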
Target sequence (P51843 207-470 limits assumed): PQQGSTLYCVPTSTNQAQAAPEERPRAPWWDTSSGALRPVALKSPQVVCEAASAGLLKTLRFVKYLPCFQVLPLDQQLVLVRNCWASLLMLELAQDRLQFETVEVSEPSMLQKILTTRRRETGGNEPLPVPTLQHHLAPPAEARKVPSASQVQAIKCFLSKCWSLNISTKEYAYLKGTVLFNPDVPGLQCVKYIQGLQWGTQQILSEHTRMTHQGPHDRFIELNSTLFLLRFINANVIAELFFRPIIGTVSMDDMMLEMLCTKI
GAA850 FXN act: frataxin GAA850 promoter activation; HEK293 lucGAA850 FXN promoter luciferase reporter, 24 h; percent of 10 µM SAHA response; activation, % at 6 µM; hit rate 0.56% among 360,000; AID 540364;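 active = activation above the average of all compounds screened plus 3 SD, cutoff fixed separately per campaign, cut at about 7.5% in these data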;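 note: 0% = DMSO wells and 100% = 10 µM SAHA wells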
PLC-gamma1 inh: PLC-gamma1 (human) inhibition, primary screen; P19174; purified PLC-gamma1, fluorogenic substrate, fluorescence; inhibition, % at 12.2 µM; hit rate 0.84% among 370,000; AID 720700; in the data active = inhibition above about 9.5%
hgDAF12 agonist: hgDAF-12 agonism, primary luciferase screen. hit rate 1.8% among 370,000. HEK293 GAL4-hgDAF12 UAS-luciferase reporter, agonist luminescence; normalized to butyrate control. AID 687014. activation, % at 6.8 µM;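 active = activation above a cutoff set at the mean of all screened compounds plus 3 SD, cut at about 10% in these data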;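 note: 0% = DMSO wells and 100% = sodium butyrate wells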
ssDAF12 agonist: S. stercoralis DAF-12 activation, primary screen. AID 652126. HEK293 ssDAF-12/GRIP1 lit1-tk-luc reporter, luminescence; % of 3 µM dafachronic acid response. activation, % at 6.8 µM. hit rate 1% among 370,000;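 active = activation above the mean over all tested compounds plus 3 SD, cut at about 0.9% in these data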;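 note: 0% = DMSO-only wells and 100% = 3 µM delta7-dafachronic acid wells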
PLCb3 inh: inhibitors of human phospholipase C beta3. Q01970. Purified PLC-beta3, fluorogenic substrate, fluorescence. inhibition, % at 12.2 µM. hit rate 0.18% among 370,000. AID 720704; in the data active = inhibition above about 11%;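 note: 0% = median of compound wells on plate and 100% = full blocker control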
ADAM17 inh: ADAM17 inhibition, QFRET primary screen; inhibition, % at 6.95 µM; P78536; hit rate 0.83% among 370,000; recombinant ADAM17, EDANS/DABCYL FRET peptide cleavage;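 active = inhibition above the mean of compounds lying between control limits plus 3 SD, set per campaign, cut at about 8.5% in these data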;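 note: 0% = DMSO-only wells as the low control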
hcDAF-12 act: activators of H. contortus DAF-12 nuclear receptor. HEK293 hcDAF-12 lit1-tk-luc reporter, luminescence; 0% DMSO, 100% Δ7-dafachronic acid. hit rate 1.4% among 370,000. AID 652067. activation, % at 6.8 µM;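 active = activation above the mean of all tested compounds plus 3 SD, cut at about 5.5% in these data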;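 note: 100% = response to 3 µM Δ7-dafachronic acid high control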
DAX1 inh-2: DAX1 (NR0B1) inhibition, primary screen; inhibition, % at 6.8 µM; HEK293T StAR-luciferase reporter, SF-1/DAX-1 repression relief; AID 652010; hit rate 1.1% among 370,000;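 active = inhibition above the mean over all tested compounds plus 3 SD, cut at about 3.6% in these data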;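 note: 0% = DAX-1 cells with DMSO and 100% = cells lacking DAX-1 with DMSO; higher inhibition means more luminescence from relief of DAX-1 repression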
ADAM10 inh: inhibitors of human ADAM10. hit rate 0.62% among 370,000. inhibition, % at 7 µM. recombinant ADAM10, EDANS/DABCYL FRET peptide cleavage, 3 h. O14672;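 active = inhibition above a per-campaign cutoff equal to the mean of compounds falling between control-based bounds plus 3 SD, cut at about 20% in these data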;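 note: 0% = DMSO wells while the 100% control is not disclosed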
Target sequence (O14672 214-748 limits assumed): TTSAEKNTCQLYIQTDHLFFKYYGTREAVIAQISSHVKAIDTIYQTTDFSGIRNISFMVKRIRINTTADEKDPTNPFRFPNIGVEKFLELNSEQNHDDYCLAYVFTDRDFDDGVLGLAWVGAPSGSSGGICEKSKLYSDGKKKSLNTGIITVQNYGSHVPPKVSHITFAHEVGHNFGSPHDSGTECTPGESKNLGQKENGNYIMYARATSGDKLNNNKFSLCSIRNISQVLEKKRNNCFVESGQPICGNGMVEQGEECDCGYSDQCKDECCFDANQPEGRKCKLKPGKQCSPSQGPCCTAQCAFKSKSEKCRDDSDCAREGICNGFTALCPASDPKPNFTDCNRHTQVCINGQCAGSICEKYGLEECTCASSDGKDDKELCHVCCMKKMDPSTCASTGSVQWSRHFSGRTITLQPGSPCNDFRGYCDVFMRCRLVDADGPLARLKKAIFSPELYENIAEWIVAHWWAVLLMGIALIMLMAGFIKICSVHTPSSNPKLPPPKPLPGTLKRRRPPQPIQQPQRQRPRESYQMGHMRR
HGIII-sPLA2 inh: Blocks human group III sPLA2 activity; inhibition, % at 12.2 µM; hit rate 0.56% among 370,000; Q9NZ20; QFRET BODIPY PC-A2 liposome hydrolysis, fluorescence;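 active = inhibition above mean plus 3 SD of compounds lying within the high and low control bounds, cut at about 19% in these data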;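 note: 0% = median of test compound wells and 100% = no enzyme DMSO wells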
An asterisk follows results filed as active; . = no result given.

SMILES	DAX1 inh-1	GAA850 FXN act	PLC-gamma1 inh	hgDAF12 agonist	ssDAF12 agonist	PLCb3 inh	ADAM17 inh	hcDAF-12 act	DAX1 inh-2	ADAM10 inh	HGIII-sPLA2 inh
Cc1ccc(S(=O)(=O)N(C)CC(=O)Nc2cccc3c2CCCC3)cc1	-0.5	-1.9	1	0.5	-1.6	1	-2	-2.0	-0.5	5	-9
COC(=O)C1CN(Cc2cn(CCOC(C)=O)nn2)CCS(=O)(=O)N1Cc1ccc(OC)cc1 (centres undefined)	.	.	5	-2.0	-1.5	4	2	-0.8	0.0	5	7
COCCCNC(=O)C1CC(=O)N(CCc2ccc(F)cc2)C1 (centres undefined)	-1.4	-1.1	-6	1.3	-0.4	-6	-4	-3.0	-0.4	-3	10
C/C(=N\NC(=O)c1ccccc1)C1C2C=CC(C2)C1(C)C (centres undefined)	5.3*	1.0	1	9.2	1.9*	-4	-3	8.3*	6.0*	-2	1
O=C(Cn1nc(-c2ccc(Cl)cc2)ccc1=O)N1CCN(c2ccccc2)CC1	-0.8	2.7	2	-3.9	-1.6	2	-2	-2.3	0.6	2	-15
CC(=O)N(C)N(C)c1cc(C)nc(N)n1	-1.8	0.6	-4	-0.5	-0.6	-8	-5	-1.2	0.3	2	5
COc1ccc(N2CCN(C(=O)c3cc(C4CC4)nn3-c3ccccc3)CC2)cc1	-1.3	-0.6	-3	-0.6	-0.5	-9	5	1.6	0.1	-2	7
Cc1ccc(C)c(NC(=O)CN(C)C(=O)c2cccc(Oc3ccccc3)c2)c1	0.0	0.6	-1	-2.8	-1.4	-9	1	0.3	-1.4	-3	-8
CSc1ccc(C2NC(=O)c3c(sc4c3CCN(C)C4)N2)cc1 (centres undefined)	-0.5	-0.1	-314	1.1	-0.6	-422	-82	4.1	-0.8	-311	13
CNCCCOc1ccc(C)cc1Br	-0.6	-0.5	4	5.5	-0.4	4	-2	0.6	0.2	1	16
COc1ccc(CC(=O)NNC(=O)c2cc(C)oc2C)cc1OC	-0.1	0.7	2	1.5	0.4	1	-4	-0.7	0.6	-5	7
COc1ccc(-c2noc(N3CCC(C(=O)Nc4cc(OC)c(OC)c(OC)c4)CC3)n2)cc1	0.3	-1.5	2	3.4	-1.0	-5	-2	-3.3	-0.6	2	-3
Cc1cc(NC(=O)C(C)SCC(=O)Nc2cc(C(F)(F)F)ccc2N2CCCCC2)no1 (centres undefined)	-1.7	9.1*	2	2.2	-0.9	3	3	-0.3	0.7	2	-13
CCOC(=O)C1(C)CCCN1C(=O)c1ccc(N(C)C)cc1 (centres undefined)	.	-0.2	1	-0.8	-1.2	1	2	-2.2	-1.4	0	4
COc1c(OC(C)=O)c(=O)n2c3ccccc3c3ccnc1c32	1.6	1.6	-75	-3.6	-1.4	-94	-37	1.5	0.1	-169	-17
CCOC(=O)Cn1nc(C)n(-c2ccc(Cl)cc2)c1=O	-0.2	1.6	0	-3.2	-1.9	1	-5	1.4	0.0	-3	3
COc1ccc(CNC(=O)CC23CC4CC(CC(C4)C2)C3)cc1OC	-1.1	0.8	-2	-0.9	-0.9	-4	-1	-0.1	-0.3	0	1
Cc1ccc(-c2ncccc2OC(=O)C23CC4CC(CC(C4)C2)C3)cc1	2.3	-0.6	-6	0.3	-0.8	-9	-26	-1.6	0.8	-64	-1
Cc1ccc(-n2c(=O)c(C#N)cc3c(=O)n4ccccc4nc32)cc1C	1.2	-2.0	-35	-0.5	-0.9	-50	-66	-0.2	0.5	-273	5
CCOC(=O)N1CCN(C(=O)c2cn(C)c3ccc(S(=O)(=O)N(C)C4CCCCC4)cc3c2=O)CC1	0.2	-1.9	-1	0.6	-1.2	-5	-2	0.3	0.0	2	1
Cc1cccc2c1CC(C)(C)N/C2=C\C(N)=O	0.0	0.6	3	-0.9	-1.5	0	1	-0.5	-0.1	7	1
Cc1ccc(-c2nnc(-c3ccc4ccccc4c3)o2)cc1	2.3	5.1	1	6.5	-0.4	-5	-5	3.2	0.7	-10	11
CS(=O)(=O)c1ccc(Nc2nc(C(N)COCc3ccccc3)cs2)cc1 (centres undefined)	.	0.9	-24	-2.4	-1.5	-41	-19	-0.2	-1.4	-70	12
COCCNC(=O)C(NC(=O)C1CCCCC1)C(C)C (centres undefined)	-2.0	-1.2	-1	3.0	-1.2	-2	-4	0.1	0.0	0	5
Cc1ccc(NC(=O)COC(=O)CNC(=O)c2ccc3ccccc3c2)c([N+](=O)[O-])c1	0.2	-0.6	-3	1.4	-1.3	-6	2	0.7	0.1	-3	-16
O=C(O)c1ccc(NS(=O)(=O)c2cc(Cl)ccc2Cl)cc1	-0.3	0.8	3	-0.2	-0.7	0	-2	-0.8	1.8	4	0
CC(=O)c1cccc(Oc2cc(NN3CCCCC3)c([N+](=O)[O-])cc2[N+](=O)[O-])c1	-0.1	2.6	-2	1.0	-1.1	0	-3	-1.9	-0.5	1	6
Cc1nn(C)c(C)c1S(=O)(=O)NC1CCCC1	0.7	1.0	8	1.2	-0.8	-1	3	-0.7	-0.7	5	2
CSc1ccccc1NC(=O)CN(C)C(=O)c1ccc2c(c1)OCCO2	0.5	1.5	-1	1.2	-0.7	-5	-1	0.0	-0.9	-14	9
CCOC(=O)C(C)n1cnc2c(nnn2Cc2ccc(C)cc2)c1=O (centres undefined)	-0.5	-2.8	-2	-0.9	-1.6	-1	-5	-1.2	0.0	1	-5
COc1ccc(Nc2nc(N)nc(CSc3nc(C)cc(C)n3)n2)cc1	-0.8	6.2	-2	-1.5	-1.3	0	3	-1.7	2.9	2	-4
O=S(=O)(NCC(c1ccco1)N1CCCCC1)c1cccc(C(F)(F)F)c1 (centres undefined)	-1.3	2.6	-2	0.0	-0.3	-9	-3	-1.7	-1.8	-5	-4
O=C(CCC(=O)Nc1ccccc1)NNC(=O)c1ccccc1Cl	0.3	-0.2	-1	2.3	-1.9	-6	-5	-0.1	0.3	-5	0
COCCOC(=O)c1c(C)nc(SCC(=O)Nc2ccc(C)cc2)c(C#N)c1-c1ccco1	-1.1	3.1	1	-0.3	-1.1	-1	-2	0.5	-0.2	-4	0
Cc1onc(-c2ccccc2Cl)c1C(=O)NCc1nc(-c2ccc(C(F)(F)F)cc2)no1	-4.3	1.9	0	-2.5	-1.4	-6	7	-2.6	-0.9	16	-19
Cc1ccc(NC(=O)C2CCN(S(=O)(=O)c3ccc(Cl)c(C(F)(F)F)c3)CC2)nc1	-0.4	-0.9	7	6.3	-1.0	6	3	1.4	2.1	10	-7
CCOc1ccc(-n2c(C)nc3cc(C(=O)NCc4ccc5c(c4)OCO5)ccc32)cc1	-0.8	1.3	-2	1.1	-0.9	-7	0	-1.5	-0.5	0	-13
CCc1nc(NCc2ccccc2)c(C#N)c2c1CCCC2	-0.9	-0.4	-1	-2.5	-1.4	-4	-6	2.7	0.1	-8	4
COc1cccc([C@@H]2CC=C(C(=O)O)[C@H](c3ccccc3F)N2S(=O)(=O)c2ccc(C)cc2)c1	0.7	-0.2	3	2.0	-0.9	0	1	-0.4	-0.3	12	-12
Cc1ccc2nc(-c3ccc(NC(=O)CSc4nnc(-c5cccc(Cl)c5)n4Cc4ccco4)cc3)sc2c1	.	.	-49	21*	0.2	-83	-49	6.3*	1.5	-167	0
O=C(NCCN1CCN(c2ccccc2)CC1)Nc1ccccc1Br	0.3	-0.3	3	1.0	-1.2	-2	-1	-0.8	-0.5	0	-1
CN(C(=O)COc1ccc([N+](=O)[O-])cc1)C1CCS(=O)(=O)C1 (centres undefined)	.	3.1	3	2.3	-1.1	2	1	-2.1	0.5	-4	2
CCCSc1nc(N2CCOCC2)c2c(c1C#N)CC(C)(C)SC2	0.1	0.7	1	-1.5	-1.4	-2	-2	-2.0	-0.1	3	5
COc1ccc(CC(=O)NNC(=O)CCC(=O)Nc2cc(C)ccc2C)cc1	-0.6	-0.8	-1	2.4	-0.4	4	-4	0.5	-0.1	-2	-5
Cc1ccc(NCC(=O)N/N=C/c2cccn2C)cc1	-1.9	-1.0	7	1.2	-1.5	0	1	-0.8	-0.2	3	3
CCn1cc(C(=O)NCc2ccc(C)cc2)c(=O)c2cc(S(=O)(=O)N(C)C)ccc21	0.4	0.1	3	-1.8	-1.1	-3	-7	-0.8	0.0	1	11
CCC(CC)N1CCN(S(=O)(=O)c2ccc(OC)cc2)CC1	2.0	1.4	1	-0.9	-1.0	0	-1	-2.0	-0.3	4	-4
C/C(CC(=O)Nc1ccc(Cl)c(C(F)(F)F)c1)=N\NC(N)=S	0.8	-1.2	-7	-1.5	-1.3	-4	-1	1.1	-0.4	2	-7
COc1ccccc1CNC(=O)N1CCN(S(=O)(=O)c2ccc(Cl)cc2)CC1	0.5	-1.2	0	0.2	-0.7	-5	-1	-2.0	-0.5	2	3
CCCCc1ccc(S(=O)(=O)NC(=O)C2(C)CCN2C(=O)C/C=C/c2ccccc2)cc1 (centres undefined)	.	0.2	-6	1.1	-0.7	-8	-5	0.3	-0.3	-1	-31
O=c1[nH]c(=S)[nH]c2c1C(c1ccc(Cl)c(Cl)c1)OC(CCc1ccccc1)C2 (centres undefined)	.	.	0	-1.1	-0.6	3	-2	-1.2	1.8	0	-1
CCOc1ccc(C(=O)COc2ccc(NC(C)=O)cc2)cc1	-1.3	-0.1	-3	1.5	-1.6	-5	4	-1.7	0.0	3	-8
CCOC(=O)COc1ccc(Br)cc1/C=C\c1[nH]c(=O)[nH]c(=O)c1[N+](=O)[O-]	1.0	1.5	2	2.9	-1.4	0	-2	-0.3	-0.6	-13	-6
COc1ccc(-c2cc3nc(C)c(CCC(=O)NCc4ccc(F)cc4)c(C)n3n2)c(OC)c1	0.7	-0.6	-38	-0.1	-1.0	-39	-8	1.1	-0.3	-21	-4
COc1ccc(-c2sc3cc4c(cc3c2C#Cc2cncn2C)OCO4)cc1	-0.3	1.4	-14	-1.9	-0.7	-22	-12	-0.1	-0.5	-24	-9
Cc1cc(N2C(=O)CCC2=O)ccc1NC(=O)c1cccs1	1.3	-1.1	3	-0.1	-1.4	2	-2	-1.4	-0.4	2	2
CC(=O)Nc1nnc(SCC(=O)c2ccc(F)cc2)s1	0.3	2.4	2	1.1	-0.7	-4	2	0.3	0.2	-2	-35
CCCn1nnc(NC(=O)C(C)Oc2ccc(Cl)cc2Cl)n1 (centres undefined)	-1.7	2.5	-1	-0.3	-1.2	2	-1	-1.8	-1.0	-3	1
